CHOP UPR activ = activators of apoptotic arm of unfolded protein response (CHOP) | CHO-CHOP luciferase reporter, UPR activation, luminescence; percent of tunicamycin response over DMSO baseline | 0.34% of 330,000 active | activation, % at 10 µM;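 active = at 10 µM dose, activation of 40% or more, normalized to positive control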;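 note: 100% = tunicamycin at 10 µg/mL and 0% = DMSO alone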
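Evaluation: % reporter activation, DMSO baseline versus tunicamycin full activation; System: CHO-CHOP luciferase reporter cell line; Input: 500 cells/well; Incubation: 6 h compound treatment, 37 °C; Measured by: Steady-Glo luciferase luminescence; Dosing: one dose, 10 µM in 0.5% DMSO; Buffer or medium: F12 medium, 10% FBS; Benchmarks: positive tunicamycin 10 µg/mL, negative DMSO alone.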
Jurkat NFkB inh = lowers PMA/ionomycin-induced NF-kB signal in Jurkat cells | PMA/ionomycin-induced NF-kB luciferase reporter, luminescence | inhibition, % at 4 µM | 0.53% of 330,000 active | AID 435003; in the data active = inhibition above about 50%
Mdm2 MdmX PPI = human Mdm2/MdmX binding inhibition | O15151+Q00987 | SaOS-2 split-luciferase Mdm2/MdmX complementation, luminescence | inhibition, % at 8 µM | 3% of 330,000 active | AID 485346;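 active = inhibition of at least 50% at 8 µM in the primary screen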
Target sequence (O15151 whole entry, looked up): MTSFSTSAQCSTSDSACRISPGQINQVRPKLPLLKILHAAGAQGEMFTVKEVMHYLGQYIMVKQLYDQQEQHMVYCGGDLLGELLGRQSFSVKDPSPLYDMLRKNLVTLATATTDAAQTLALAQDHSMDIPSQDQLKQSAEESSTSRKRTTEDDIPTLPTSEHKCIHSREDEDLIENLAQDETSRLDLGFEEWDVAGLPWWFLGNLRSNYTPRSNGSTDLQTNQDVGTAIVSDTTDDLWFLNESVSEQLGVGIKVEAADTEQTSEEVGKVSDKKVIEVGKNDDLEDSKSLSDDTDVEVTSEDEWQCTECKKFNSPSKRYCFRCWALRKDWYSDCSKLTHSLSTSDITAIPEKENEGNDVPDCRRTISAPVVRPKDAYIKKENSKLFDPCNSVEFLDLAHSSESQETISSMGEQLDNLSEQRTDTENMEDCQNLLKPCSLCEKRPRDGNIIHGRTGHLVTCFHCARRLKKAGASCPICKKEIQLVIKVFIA
Target sequence (Q00987 whole entry, looked up): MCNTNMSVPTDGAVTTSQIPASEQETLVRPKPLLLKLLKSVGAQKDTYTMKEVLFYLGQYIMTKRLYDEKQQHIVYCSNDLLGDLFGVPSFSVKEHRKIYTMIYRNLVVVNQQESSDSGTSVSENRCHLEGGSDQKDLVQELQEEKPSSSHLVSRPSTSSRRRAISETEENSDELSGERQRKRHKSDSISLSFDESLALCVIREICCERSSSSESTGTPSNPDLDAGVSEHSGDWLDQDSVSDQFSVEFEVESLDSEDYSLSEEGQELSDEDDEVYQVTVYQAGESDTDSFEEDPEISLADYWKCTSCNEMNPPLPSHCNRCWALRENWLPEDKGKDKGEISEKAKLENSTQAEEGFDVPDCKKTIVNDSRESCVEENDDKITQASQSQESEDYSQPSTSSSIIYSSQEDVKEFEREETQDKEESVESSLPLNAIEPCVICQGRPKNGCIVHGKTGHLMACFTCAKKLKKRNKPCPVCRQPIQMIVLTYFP
UPR XBP1 act = adaptive UPR (XBP1) activation; CHO-XBP1 luciferase reporter, IRE1-XBP1 UPR activation, luminescence; percent of tunicamycin response, DMSO as zero; activation, % at 20 µM; 0.33% of 330,000 active;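 active = versus positive control, 20 µM dose yields 30% or more activation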;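 note: 100% = tunicamycin at 10 µg/mL and 0% = DMSO only wells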
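assay system = CHO-XBP1 luciferase reporter cells | amount = 1000 cells/well | buffer or medium = F12 plus 10% FBS | compound dosing = single point, 20 µM final compound, 1% DMSO | incubation = 16-18 h cell attachment at 37 °C, then 6 h compound exposure | detection = Steady-Glo luminescence read | controls = tunicamycin 10 µg/mL and vehicle-only wells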
APJ antagonist = blocks the human apelin receptor APJ; AID 2521; inhibition, % at 20 µM; P35414; 0.32% of 330,000 active; CHO-K1 APJ beta-arrestin complementation, luminescence;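 active = inhibition above about 40% at 20 µM, limit read from the data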;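 note: cells challenged with 10 nM apelin-13 agonist together with compound; plate controls were apelin-13 plus DMSO wells for no effect and DMSO wells lacking apelin-13 for full effect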
tim23-1 inh = growth inhibitors of tim23-1 mutant yeast | S. cerevisiae tim23-1 growth, BacTiter-Glo luminescence, 24 h | inhibition, % at 20 µM | 1.3% of 330,000 active;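 active = growth inhibition of the mutant yeast at or above 50%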;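 note: temperature-sensitive mutant grown at 25 °C; plate controls were DMSO-treated mutant yeast for no effect and medium wells lacking yeast for full effect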
697 NFkB inh = lowers PMA/ionomycin-induced NF-kB signal in 697 B cells; 697 B-cell NF-kB luciferase reporter, 16 h; inhibition, % at 4 µM; 0.33% of 330,000 active; in the data active = inhibition above about 35%
APJ agonist = APJ receptor agonism | 0.11% of 330,000 active | CHO-K1 APJ PathHunter beta-arrestin, luminescence; 0% DMSO wells, 100% apelin | AID 2520 | activation, % at 20 µM;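 active = activation more than six SD over the plate average, tested at 20 µM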;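 note: 0% = DMSO alone and 100% = apelin-13 at 10 nM; some results filed as inactive read as strong as hits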
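Test system: CHO-K1 APJ beta-arrestin complementation cell line | Compound: Single test compound dose, 20 µM final, 1% DMSO | Incubation: Compound 90 min 25 °C, reagent 1 h | Measured by: beta-gal luminescence | Read-out basis: APJ–arrestin association signal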
Active calls of the source: *. Compounds as they come. About 5% of those tested had a hit in this group.

SMILES | CHOP UPR activ | Jurkat NFkB inh | Mdm2 MdmX PPI | UPR XBP1 act | APJ antagonist | tim23-1 inh | 697 NFkB inh | APJ agonist
CCOC(=O)c1ccc(NC(=S)N(CCCN2CCCC(C)C2)Cc2cccs2)cc1 (configuration not stated) | 1.4 | -16.4 | -3.2 | 8.0 | 0.8 | 2.5 | -1.1 | -1.3
CC(C)n1nc(C(=O)Nc2nc3ccc(S(C)(=O)=O)cc3s2)c2ccccc2c1=O | 5.2 | -10.7 | 90.9* | 11.4 | -8.4 | -13.0 | -8.3 | -0.7
COC(=O)c1ccccc1NC(=O)C(C)n1nc(C)c2c(C)n(-c3ccccc3)nc2c1=O (configuration not stated) | 2.2 | 20.2 | 34.5 | -2.4 | 16.8 | 13.8 | 3.6 | -2.0
CCN(CC)CC(C)CNC(=O)C1(O)c2ccccc2NC(=O)N1c1ccc(Cl)c(Cl)c1 (configuration not stated) | 2.1 | 9.3 | 7.1 | -2.0 | 15.7 | -5.2 | 4.4 | 0.0
CCOC(=O)C1(CCOc2ccccc2)CCN(Cc2cccn2-c2cccnc2)CC1 | -2.2 | -4.8 | 20.8 | -0.6 | 5.6 | 11.2 | 0.6 | -2.1
CSCCC(NS(=O)(=O)/C=C/c1ccccc1)C(=O)N1CCC(C)CC1 (configuration not stated) | 4.3 | 9.9 | 17.0 | -2.8 | 9.7 | -6.6 | 19.6 | -3.5
CC(CN1C(C)CCCC1C)OC(=O)c1ccc(Cl)cc1Cl (configuration not stated) | -0.5 | 1.9 | -13.4 | -1.9 | 11.6 | -6.5 | 15.3 | -1.7
O=C(COC(=O)/C=C/c1ccc(S(=O)(=O)N2CCOCC2)cc1)NCc1ccc(F)cc1 | -1.6 | 11.8 | 41.6 | -1.8 | 20.5 | 4.8 | 15.6 | -3.7
CCN(CC(=O)Nc1c(F)cccc1F)C(=O)/C=C/c1ccc(OCC#N)c(OC)c1 | 0.5 | 1.2 | 18.2 | -5.1 | 1.3 | -1.6 | 4.8 | -4.6
Cn1cnnc1SCC(=O)Nc1ccc2nc(SCc3ccccc3Cl)sc2c1 | 5.0 | -20.0 | -19.5 | 4.2 | 13.2 | 4.3 | -13.5 | -1.0
Nc1nc(SC2c3cccc4cccc(c34)C2NS(=O)(=O)c2ccccc2)n[nH]1 (configuration not stated) | 0.7 | 2.7 | -6.8 | -1.8 | 7.1 | 13.8 | 17.3 | -5.1
Cc1nn(CC(=O)Nc2c(F)cc(F)cc2Br)c(=O)c2cccn12 | 0.0 | 7.1 | 10.6 | -6.2 | 4.3 | -0.1 | 5.2 | 0.0
CCOc1ccccc1CN1CCN(CCCn2cccn2)CC1CCO (configuration not stated) | -0.4 | 7.3 | 8.5 | -0.2 | 16.0 | 3.7 | 15.7 | -1.8
CCCCc1nnc(NC(=O)C2CC(=O)N(c3ccc(C)cc3)C2)s1 (configuration not stated) | 0.5 | -7.0 | 13.1 | 0.3 | 10.0 | 21.1 | 17.6 | -0.1
O=C1CCCCN1CCCC(=O)N1CCCC(Nc2ccc(F)cc2)C1 (configuration not stated) | -2.9 | -1.7 | 18.1 | -8.7 | -2.0 | 9.7 | 7.5 | -1.8
CC(=O)Nc1ccc(NS(=O)(=O)c2c(Cl)cccc2Cl)cc1 | -0.2 | 15.0 | 16.4 | -0.7 | 11.9 | 6.9 | 18.2 | -2.5
Cc1cc(C)cc(N2C(N)=NC(N)=NC2c2ccccc2F)c1 (configuration not stated) | 1.0 | 29.3 | -27.7 | -1.2 | -6.6 | -12.3 | 0.3 | -1.2
COc1ccc(NC(=O)C(=O)NCCN2CCN(C(=O)c3cccs3)CC2)cc1 | 0.1 | 9.2 | -11.3 | -1.3 | 9.5 | 15.9 | -11.3 | 0.5
Cn1c(SCCC(=O)O)nnc1-c1ccncc1 | 0.7 | 11.6 | -5.2 | -5.0 | 18.4 | 9.1 | 13.9 | -1.3
Nc1nnc(C(F)(F)F)s1 | -0.8 | -2.5 | 7.4 | 6.2 | -10.0 | -0.9 | 15.1 | -4.2
O=C(C1=NNC2C(=O)N(c3ccccc3)C(=O)C12)c1nc(Cl)ccc1Cl (configuration not stated) | -0.5 | 5.7 | -13.6 | 0.8 | -13.9 | -8.3 | 14.0 | -0.8
COc1ccc(Cc2nc3ccc(C(=O)NCCCSC)cc3o2)cc1OC | 4.5 | -46.5 | -39.0 | 2.6 | 10.2 | 12.3 | -62.7 | 0.4
O=C(C1=C[C@@H](c2ccc(Br)cc2)C[C@@H](OCCCCO)O1)N1CCOCC1 | -0.5 | 8.1 | 10.4 | 0.3 | 11.4 | 8.6 | 23.9 | -1.6
COc1ccc(N=C(NN)c2ccc3ccccc3n2)cc1 | 1.2 | -32.4 | 21.4 | -4.7 | -29.6 | 22.7 | -126.1 | -3.7
Cc1ccc(CCNC(=O)c2ccc3nc4ccc(Cl)cc4c(=O)n3c2)cc1 | 2.6 | 13.1 | 13.2 | -0.8 | 12.4 | -4.1 | -4.8 | -3.4
CCc1ccc(C(=O)COC(=O)C(CCSC)NC(=O)C23CC4CC(CC(C4)C2)C3)cc1 (configuration not stated) | -1.3 | 20.1 | 24.7 | 4.9 | -9.5 | -6.4 | 4.6 | 0.6
CC(C)c1nc(SCC(=O)Nc2ccc(C(=O)O)cc2)c2c3c(sc2n1)CCCC3 | 0.7 | -4.9 | 4.2 | -2.4 | 18.5 | 5.7 | -0.5 | -1.2
CCC1(C)NC(C(=O)O)Cc2c1[nH]c1ccccc21 (configuration not stated) | 0.6 | -3.4 | -4.7 | -0.4 | 11.1 | 22.3 | -15.8 | 1.3
CC1CCc2[nH]c3ccc(C(=O)NCC4CCCO4)cc3c2C1 (configuration not stated) | 5.1 | -40.6 | -20.4 | 4.9 | -14.3 | 40.0 | -3.9 | -5.2
COc1ccc(OC)c(S(=O)(=O)ON2C(=O)c3ccccc3C2=O)c1 | 1.8 | 12.9 | -20.2 | -8.8 | 19.5 | 11.7 | -23.3 | 0.5
CC(=C/c1ccco1)/C=N/NC(=O)c1ccncc1 | 0.6 | -2.2 | 3.7 | 1.4 | 4.4 | 11.2 | -33.2 | 0.5
COc1cccc(CN2CC(C(=O)NCc3ccc(C)c(F)c3)CCC2=O)c1 (configuration not stated) | 1.6 | 10.1 | 26.4 | -4.8 | 0.5 | -12.1 | 7.4 | -6.1
Cc1csc(NC(=O)CSc2nc(C(C)C)nc3c2c(=O)n(C)c(=O)n3C)n1 | 0.1 | 15.1 | 11.2 | -1.8 | 0.1 | -5.2 | 11.7 | -3.0
COCCNC(=O)c1cn(C)c2ccc(S(=O)(=O)N3CCCC3)cc2c1=O | 0.0 | -16.9 | 15.6 | -8.0 | 15.6 | -5.6 | -8.3 | 0.6
Cn1c(N)c(C(=O)COC(=O)CNC(=O)c2ccccc2Cl)c(=O)n(C)c1=O | -2.7 | 10.5 | -5.8 | -0.7 | 27.4 | 5.9 | 18.0 | -3.1
O=S(=O)(NCC1CCCO1)c1ccc(S(=O)(=O)N(Cc2ccccc2F)C2CCCCC2)cc1 (configuration not stated) | -0.7 | 18.9 | 30.7 | -1.0 | 13.6 | 10.9 | 13.9 | -5.3
CCOC(=O)[C@H]1[C@H]2COc3ccccc3[C@@H]2N2C(=O)c3c(C)cc(C)cc3NC(=O)[C@@]12C | -0.3 | 25.0 | 21.3 | -2.0 | 14.2 | 4.6 | 3.9 | -6.0
O=[N+]([O-])c1cc(C(F)(F)F)cc([N+](=O)[O-])c1N1CCCNCC1 | 0.0 | 10.8 | 30.6 | -2.4 | -9.6 | -7.0 | 6.1 | -1.9
O=S(=O)(Nc1cccnc1)c1ccccc1 | 1.1 | -4.6 | 13.9 | -2.5 | -4.2 | 3.7 | 18.1 | -0.1
COc1ccc(-c2csc(Nc3cccnc3)n2)cc1 | 5.4 | -62.5 | -103.4 | 3.8 | -1.7 | 17.8 | -37.1 | -2.3
O=C(Nc1ccc(Nc2ccccc2)cc1)c1ccccc1 | 5.5 | -60.4 | -55.5 | 5.9 | -4.6 | 55.7* | -60.3 | 2.9
CCC(C)NC(=O)CCSc1ccc(C)cc1 (configuration not stated) | 4.3 | 7.7 | 6.3 | -2.4 | -52.9 | 12.6 | -20.7 | 4.5
O=C(COC(=O)c1cnccn1)Nc1ccc2c(c1)OCO2 | -2.4 | 11.1 | -7.2 | 2.5 | 3.4 | -10.1 | 10.3 | -4.7
COc1ccccc1N1CCN(c2nnc(-c3ccc(F)cc3)c3ccccc23)CC1 | 1.7 | 11.4 | 39.5 | -4.8 | 8.3 | 27.6 | -32.7 | -0.8
O=C1CC(Nc2ccc(N3CCOCC3)cc2)C(=O)N1C1CCCCC1 (configuration not stated) | -0.6 | 2.1 | -2.0 | -3.7 | 5.2 | -0.1 | 11.4 | -2.3
Cc1ccc(-n2c(C)cc(C(=O)CSc3n[nH]c(N)n3)c2C)cc1 | 0.7 | -13.7 | 10.9 | -0.9 | 5.7 | 7.4 | -43.3 | -5.5
Cc1ccc(S(=O)(=O)NC(C)C(=O)NC(C)c2cccs2)cc1 (configuration not stated) | 1.5 | -10.9 | -16.7 | -3.5 | 9.2 | 10.4 | 7.6 | -0.3
c1ccc(NC2=NCCN2CC2CCC2)cc1 | -0.1 | 0.0 | -9.2 | 0.3 | 2.2 | 2.3 | -12.7 | -5.5

Reformatted in markdown: part of the list above.
| mol | CHOP UPR activ | Jurkat NFkB inh | Mdm2 MdmX PPI | UPR XBP1 act | APJ antagonist | tim23-1 inh | 697 NFkB inh | APJ agonist |
| --- | --- | --- | --- | --- | --- | --- | --- | --- |
| CCOC(=O)c1ccc(NC(=S)N(CCCN2CCCC(C)C2)Cc2cccs2)cc1 (configuration not stated) | 1.4 | -16.4 | -3.2 | 8.0 | 0.8 | 2.5 | -1.1 | -1.3 |
| CC(C)n1nc(C(=O)Nc2nc3ccc(S(C)(=O)=O)cc3s2)c2ccccc2c1=O | 5.2 | -10.7 | 90.9* | 11.4 | -8.4 | -13.0 | -8.3 | -0.7 |
| COC(=O)c1ccccc1NC(=O)C(C)n1nc(C)c2c(C)n(-c3ccccc3)nc2c1=O (configuration not stated) | 2.2 | 20.2 | 34.5 | -2.4 | 16.8 | 13.8 | 3.6 | -2.0 |
| CCN(CC)CC(C)CNC(=O)C1(O)c2ccccc2NC(=O)N1c1ccc(Cl)c(Cl)c1 (configuration not stated) | 2.1 | 9.3 | 7.1 | -2.0 | 15.7 | -5.2 | 4.4 | 0.0 |
| CCOC(=O)C1(CCOc2ccccc2)CCN(Cc2cccn2-c2cccnc2)CC1 | -2.2 | -4.8 | 20.8 | -0.6 | 5.6 | 11.2 | 0.6 | -2.1 |
| CSCCC(NS(=O)(=O)/C=C/c1ccccc1)C(=O)N1CCC(C)CC1 (configuration not stated) | 4.3 | 9.9 | 17.0 | -2.8 | 9.7 | -6.6 | 19.6 | -3.5 |
| CC(CN1C(C)CCCC1C)OC(=O)c1ccc(Cl)cc1Cl (configuration not stated) | -0.5 | 1.9 | -13.4 | -1.9 | 11.6 | -6.5 | 15.3 | -1.7 |
| O=C(COC(=O)/C=C/c1ccc(S(=O)(=O)N2CCOCC2)cc1)NCc1ccc(F)cc1 | -1.6 | 11.8 | 41.6 | -1.8 | 20.5 | 4.8 | 15.6 | -3.7 |
| CCN(CC(=O)Nc1c(F)cccc1F)C(=O)/C=C/c1ccc(OCC#N)c(OC)c1 | 0.5 | 1.2 | 18.2 | -5.1 | 1.3 | -1.6 | 4.8 | -4.6 |

Screening results (PubChem BioAssay)
